Peg3 imprint: induces erasure of genomic imprints in mouse ES cells; mouse ES Peg3-LacZ reporter, beta-gal luminescence, 40 h; Potency, µM (doses to about 60.7 µM), without a hit: at the highest dose activity change, positive = activation, most hits filed as activators; 0.02% of 110,000 active;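 note: 0% = negative control wells on the plate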
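Each well holds 300 Peg3LacZ-Neo (maternal) female ES cells incubated 40 h at 37C, 5% CO2. LacZ is measured by BetaGlo luminescence, with AC50 and maximum efficacy derived from dose-response curves.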
p53ts 39C kill: p53ts cell cytotoxicity, nonpermissive temperature; H1299-p53A138V viability at 39C, ATP luminescence, 24 h; 1.5% of 130,000 active; AID 902; Potency, µM (titrated, usually from 46.1 µM), for the others: at the top dose activity change, negative = cell killing, hits mostly cytotoxic; note: nearly all actives have a fitted effect of over 55% in size
IkB signaling: suppresses IkB signaling in ABC-DLBCL reporter cells | AID 445 | ABC-DLBCL IkBa-CBG/CBR dual luciferase ratio, 4 h; response scale: scaled: untreated 0%, proteasome inhibitor 100% | 0.04% of 110,000 active | Potency, µM (top dose mostly 57.1 µM), for inactives: at the highest dose IkBa stabilization activation; active = well fitted curve in the direction sought with a large enough effect in the signal ratio, not every such curve was filed as active; inconclusive = small, poorly fitted or top-dose-only effect, or a change in a side signal; the % refers to the signal ratio;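 note: the direction sought is a rising ratio; 0% = basal untreated cells and 100% = reference inhibitor full response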
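Luminescence ratio of IκBα-fused green versus native red beetle luciferase in OCI-Ly3 cells, 4 h post-doxycycline with compound; red signal alone, scaled from basal (0%) to zero light (-100%), flagged nonspecific or cytotoxic effects.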
p53ts 32C tox: cytotoxicity in p53ts cells at permissive temperature | H1299-p53A138V at 32C, ATP luminescence viability, 24 h | Potency, µM (series often up to 46.1 µM), inactives show at the top dose activity change, negative = cytotoxicity, hits mostly cytotoxic | 0.93% of 130,000 active | AID 924;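 note: 0% = DMSO and -100% = full killing by reference compound; nearly all actives have a fitted effect of over 55% in size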
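Viability by ATPlite luminescence after 24 h compound treatment (up to 46 uM) at the permissive 32C. Cells are H1299 carrying p53 A138V. Scale runs from DMSO basal to 100 uM tamoxifen as full kill; AC50 from Hill fits.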
Starred values were filed as active, the others as inactive; ? = inconclusive; . = not tested or not shown; [ ] = dose if it differs, or a comment. Unless noted, calls come from the whole dose curve; as a rule, active = well fitted curve in the direction sought with a large enough effect; inconclusive = small, poorly fitted or top-dose-only effect, or another doubt; inactive = no such curve, though single readings can be large; an effect the other way counts as inactive or inconclusive. Unless noted, % is set by controls: 0 for no effect and ±100 for the full control effect; potency is the fitted concentration of half-maximal effect.

A first look (3 entries):
Values run as follows: IkB signaling, p53ts 32C tox, p53ts 39C kill, Peg3 imprint
COC(=O)c1ccc(Cn2nnc3sc4c(c3c2=O)CCCC4)cc1
    ?, 5%, 11%, -12%[10.9 µM]
COc1ccc(S(=O)(=O)N(CC(=O)Nc2ccc(C)cc2)c2ccc(C)cc2)cc1OC
    1.6%, 10%, -4%, -13%[10.9 µM]
Cn1c(SCc2ccc(Br)cc2)nnc1-c1cccs1
    -0.6%, -4%, -11%, -2%

The list itself, from the start:
Values run as follows: IkB signaling, p53ts 32C tox, p53ts 39C kill, Peg3 imprint
COC(=O)c1ccc(Cn2nnc3sc4c(c3c2=O)CCCC4)cc1
    ?, 5%, 11%, -12%[10.9 µM]
COc1ccc(S(=O)(=O)N(CC(=O)Nc2ccc(C)cc2)c2ccc(C)cc2)cc1OC
    1.6%, 10%, -4%, -13%[10.9 µM]
Cn1c(SCc2ccc(Br)cc2)nnc1-c1cccs1
    -0.6%, -4%, -11%, -2%
N#Cc1c(NC(=O)c2cc(-n3cnnc3)ccc2Cl)sc2c1CCCC2
    2.6%, 4%, 15%, ?
CNC(=O)c1cnc2sc(N3CCC(C)CC3)nn2c1=O
    -0.2%, -22%, -25%, -12%[10.9 µM]
CCCNC(=O)c1ccc2nc(CCc3ccccc3)oc2c1
    -1.1%, 0%, -16%, 5%[10.9 µM]
CC(=O)N1CCN(S(=O)(=O)c2cccc(C(=O)Nc3ccc4c(c3)CCC4)c2)CC1
    3.2%, 3%, 4%, -11%
Cc1cc(C)c(S(=O)(=O)N2CCC(n3c(C(F)(F)F)nc4cccnc43)CC2)c(C)c1
    0.4%, 6%, -4%, -12%[10.9 µM]
Cc1c(Cl)cccc1NC(=O)c1cc(S(=O)(=O)N2CCCCC2)cn1C
    8.2%, -10%, -4%, 15%[10.9 µM]
Cc1ccc2c(CN3CCN(C(=O)c4ccc(F)cc4)CC3)cc(=O)oc2c1
    ?, 3%, -5%, -11%[10.9 µM]
Cc1cccc(NC(=O)CSc2nc3ccc(NC(=O)CCc4ccccc4)cc3s2)c1
    -0.3%, -10%, -13%, -10%[10.9 µM]
CC(=O)Nc1c(C)nn(-c2ccccc2)c1N1CCC(C(=O)NCc2ccc(Cl)cc2)CC1
    ?, -2%, -3%, -14%[10.9 µM]
COc1ccc(C(=O)Nn2cc3c(c2-c2ccccc2)c(=O)n(C)c(=O)n3C)cc1
    0.4%, 9%, 11%, 3%
CCOC(=O)c1ccc(N2C(=O)c3[nH]nc(-c4ccc(C)cc4)c3C2c2cccc(F)c2)cc1 (stereo unspecified)
    ?, 1%, -21%, -6%[10.9 µM]
O=C(CCCn1c(=S)[nH]c2cc3c(cc2c1=O)OCO3)N1CCN(c2ncccn2)CC1
    0.6%, 7%, -2%, -17%
Cc1ccc(Cn2nnc3c(=O)n(CC(=O)N4CCCCC4)cnc32)cc1
    -0.7%, 14%, 9%, -1%
CCOc1ccc(-c2oc3cc(Cl)ccc3c(=O)c2O)cc1OC
    -4.9%, -15%, 7.9µM*, 6%[10.9 µM]
O=S(=O)(c1ccc(Cl)cc1)c1nc(-c2cccs2)oc1SCc1ccccc1F
    -6.5%, 13%, -23%, -14%[10.9 µM]
COc1cccc(C2C(C(=O)Nc3cccnc3)=C(C)Nc3nnnn32)c1OC (stereo unspecified)
    0.7%, 0%, 5%, -6%
CC(=O)c1ccc(NC(=O)CSc2ccc3nc(-c4ccccc4)cn3n2)cc1
    -0.2%, ?, -28%, -18%[10.9 µM]
CC(=O)c1ccc(NC(c2ccc(F)cc2)c2nnc(-c3ccccc3)o2)cc1 (stereo unspecified)
    4.8%, -6%, -11%, -8%[10.9 µM]
O=C(O)c1ccc(C(=O)c2ccc3c(c2)C(=O)N(Cc2ccco2)C3=O)cc1
    1.7%, 2%, -1%, 11%
CC(=O)Oc1ccc(/C=C/C(=O)CC2OC(Oc3cc(OC(C)=O)c4c(c3)O[C@@H](c3ccc(OC(C)=O)cc3)CC4=O)C(OC(C)=O)C(OC(C)=O)C2OC(C)=O)cc1 (stereo partly specified)
    ., 9%, -1%, -11%
O=c1oc(-c2cccc(S(=O)(=O)N3CCOCC3)c2)nc2ccccc12
    -3.1%, -15%, -14%, -36%[inhibitor]
O=S(=O)(NCCc1ccccc1F)c1cccc(S(=O)(=O)N2CCOCC2)c1
    1.4%, 0%, -4%, -8%
CC(=O)c1cccc(NC(=O)CN2C(=O)C3C4C=CC(C4)C3C2=O)c1 (stereo unspecified)
    0.4%, 9%, -1%, -5%
CC(C)Nc1ncnc2c1cnn2-c1ccccc1
    ?, 13µM*, ?, -41%[inhibitor]
CCC(=O)N1CCc2cc(Br)cc(S(=O)(=O)CCC(=O)NCCc3ccc(C)cc3)c21
    -1.2%, 8%, 46%[activator], -3%[10.9 µM]
CCOc1ccc(NCc2cccn2-c2nnc(N3CCC(C(=O)NCc4ccc(C)cc4)CC3)s2)cc1
    ?, -5%, -7%, -18%[10.9 µM]
Cc1c(C(=O)Nc2ccc(C(=O)O)cc2)nnn1-c1ccccc1
    ?, 10µM*, ?, -57%[inhibitor][10.9 µM]

(cont.)
Values run as follows: IkB signaling, p53ts 32C tox, p53ts 39C kill, Peg3 imprint
COc1cccc(/C=C2\N=C(SC)SC2=O)c1OC
    6.6%, -4%, -16%, -9%
COc1cccc(CNC(=O)C(NS(=O)(=O)c2cccs2)C(C)C)c1 (stereo unspecified)
    3.5%, 14%, 16%, 5%[10.9 µM]
O=C1CC(c2ccco2)=Nc2ccccc2N1
    1.2%, -5%, -2%, -10%
CCOC(=O)c1ccccc1NS(=O)(=O)c1ccc(OC)cc1
    ., 19%, 12%, .
CCOCCN1CCN(c2c(CC)c(C)nc3cc(-c4cc(OC)cc(OC)c4)nn23)CC1
    ., -27%, -8%, .
CCn1c(SCC(=O)N2CCN(c3ccccc3)CC2)nnc1-c1cc2cc(Cl)ccc2o1
    3.9%, -1%, 11%, -14%
CCCc1ccccc1OCCNC(C)=O
    0.5%, 7%, 3%, 6%
CC1=C(C)NC(=S)SC1
    -0.2%, -1%, 0%, 19%
Cc1ccc(S(=O)(=O)Nc2cccc(-c3cn4cccc(C)c4n3)c2)c(C)c1
    ?, 8%, ?, -4%[10.9 µM]
CC(=O)N1CCc2c(sc3c2c(=O)n(Cc2ccccc2)c(=O)n3Cc2cc(C)ccc2C)C1
    3.2%, -2%, -14%, -6%[10.9 µM]
CC1=C(C#N)C(=O)N(C)C(C)(C)C1
    -1.2%, 0%, 13%, 0%
COc1cc(-c2nnc(SCC(=O)OC3CCCCC3)o2)cc(OC)c1OC
    ?, 6%, -13%, -11%
CCOC(=O)N1CCN(Cc2nc3cc(NC(=O)c4ccc(OC)cc4)ccc3n2C(C)C)CC1
    ?, ?, -17%, -14%[10.9 µM]
O=C(COc1ccccc1F)Nc1ccc2nc(SCC(=O)N3CCCC3)sc2c1
    -1.3%, ?, -10%, -7%[10.9 µM]
COc1ccc(N2CCN(Cc3cc(=O)oc4ccc(OC)cc34)CC2)cc1
    0.6%, 0%, 13%, -13%[10.9 µM]
Cc1ccc(OCC(=O)Nc2ccc3nc(SCC(=O)Nc4ccc(C)cc4C)sc3c2)cc1
    -1.9%, -27%, ?, -21%[10.9 µM]
COc1ccc(CNC(=O)c2nnn(CC(=O)Nc3cc(C)cc(C)c3)c2N)cc1
    -0.3%, -6%, 1%, 8%[10.9 µM]
Cc1cc(NC(=O)CCC(=O)N(c2ccccc2)C(C(=O)NC2CCCC2)c2cccs2)no1 (stereo unspecified)
    ?, 6%, 6%, -3%
Cc1cc2c(cc1NS(=O)(=O)c1ccc(NC(=O)CC(C)C)cc1)n(C)c(=O)c(=O)n2C
    -0.9%, 2%, -21%, -22%[10.9 µM]
CCSc1nc2sc3c(c2c(=O)[nH]1)CCc1ccccc1-3
    ., 9%, -6%, .
O=C(COc1ccc(Cl)cc1)OCC(=O)N1CCCCCC1
    -1.6%, -7%, 4%, -6%
Cc1cccc(NC(=O)CCn2nc(C)cc2C)c1
    1.1%, 7%, -15%, -5%
Cc1ccc(-c2cc(C(F)(F)F)n3ncc(C(=O)O)c3n2)cc1
    -0.2%, -4%, -4%, -6%
COC(=O)c1ccc(NC(=O)CC2C(=O)N(c3ccccc3)C(=O)N2Cc2ccco2)cc1 (stereo unspecified)
    ?, -4%, -14%, -15%[10.9 µM]
CN(C)c1ccc(C(CNS(=O)(=O)c2ccc(Cl)cc2)N2CCCC2)cc1 (stereo unspecified)
    0.5%, -5%, -19%, -17%[10.9 µM]
CCOC(=O)c1c(C)oc2nc(C)nc(NCC3CCN(Cc4ccc(Cl)cc4)CC3)c12
    -3.9%, 2%, -2%, -6%[10.9 µM]
CCCN(CCC)C1CC(=O)N(Cc2ccccc2)C1=O (stereo unspecified)
    -1.1%, 5%, 22%, -25%
COc1ccc(S(=O)(=O)N2CCN(C(=O)COc3ccc4c(C)cc(=O)oc4c3)CC2)cc1
    3.2%, 6%, 3%, -11%
O=C(COc1ccccc1)N1CCN(C(=O)c2cccc(F)c2)CC1
    ., 4%, -2%, .
O=C(CNC(=O)c1ccccc1F)OCc1cc(=O)n2ccsc2n1
    -1.5%, -2%, -17%, -12%[10.9 µM]

The listing continues:
Values run as follows: IkB signaling, p53ts 32C tox, p53ts 39C kill, Peg3 imprint
COC(=O)CCC(=O)Oc1ccc(OC(=O)CCC(=O)OC)cc1
    -0.1%, -8%, 2%, 5µM*
CCN(CC)CCNC(=O)COc1ccc(OC)cc1
    4.1%[25.6 µM], -2%, 9%, -6%
CCOC(=O)c1cnc(SCC(=O)c2ccc(C)cc2)nc1N
    ., 2%, -3%, .
CC(C)CN(CC(C)C)S(=O)(=O)N1CCC(C(=O)NCc2ccc(F)cc2)CC1
    2.7%, 0%, -16%, -12%
CCOC(=O)c1c(C)[nH]c(C)c1S(=O)(=O)N1CCCC(C(=O)N2CCN(c3cccc(Cl)c3)CC2)C1 (stereo unspecified)
    1.2%, 17%, -8%, -5%[10.9 µM]
Cn1c(=O)c(=O)n(C)c2cc(N3CCCC3)c(NC(=O)c3ccc(C(C)(C)C)cc3)cc21
    -1.7%, 4%, 0%, -10%[10.9 µM]
Cc1cccc(NC(=O)c2ccc3[nH]c(C)cc(=O)c3c2)c1
    -0.3%, -5%, 27%, -8%[10.9 µM]
Cc1ccc(CSc2ncc(Cl)c(C(=O)Nc3nc4ccc(C)cc4s3)n2)cc1
    ?, -2%, -14%, -11%[10.9 µM]
COCc1cc(C)nc(SCC(=O)c2ccc(O)c(O)c2)c1C#N
    1.0%, -1%, -17%, -33%[inhibitor]
Cc1c(C(=O)OC(C)C)[nH]c2c1C(=O)CCC2
    -0.2%, 5%, 18%, -23%
COc1ccc(-c2cc(C)no2)cc1S(=O)(=O)N1CCN(c2ccc(C(C)=O)cc2)CC1
    1.4%, -4%, 3%, 6%[10.9 µM]
CCOC(=O)C1CCCN(C(=O)c2nn(-c3ccc(C)cc3)c(=O)c3c2c2ccccc2n3C)C1 (stereo unspecified)
    -3.9%, 7%, 23%, -7%[10.9 µM]
CC(c1cccnc1)N(CCN(C)C)C(=O)Nc1ccc(Cl)c(Cl)c1 (stereo unspecified)
    -2.7%, 1%, 1%, -5%
CCOC(=O)C(C(=O)NCC1CCCO1)C1CCCCC1 (stereo unspecified)
    ., 1%, 3%, .
COc1ccc(NC(=O)c2cccc(N3CCCS3(=O)=O)c2)cc1OC
    -0.5%, -11%, ?, -14%[10.9 µM]
CCc1ccc(NC(=O)CN2C(=O)CCSc3ccccc32)cc1
    0.4%, 1%, -7%, -12%[10.9 µM]
COc1ccccc1NC(=O)c1ccc(COc2ccccc2OC)o1
    ?, 5%, -10%, -16%
CCOc1ccccc1CNCCO
    ., -2%, 20%, .
COc1cc(NC(=O)C2CCCO2)c(C(=O)O)cc1OC (stereo unspecified)
    2.3%, -8%, 8%, -3%
O=C1CN(C(=O)COc2ccccc2)CCN1
    0.6%, 6%, 9%, -15%
O=C(NC1CCN(Cc2ccccc2)CC1)C1CCN(c2nnc(-n3cccc3)s2)CC1
    1.7%, -1%, -13%, -20%
O=C(c1cc(-c2ccccc2O)on1)N1CCCC1
    ?, -23%, -26%, -33%[inhibitor]
Cc1onc(-c2ccccc2)c1C(=O)NCc1ccccn1
    3.4%, 6%, 6%, -5%
CNC(=O)c1cccc(N2CCCC2=O)c1
    0.0%, 1%, -5%, 1%

Source: PubChem BioAssay
